# Screening data (PubChem BioAssay)
# APE1 inh: qHTS Assay for Inhibitors of the Human Apurinic/apyrimidinic Endonuclease 1 (APE1); DNA repair nuclease/redox regulator APEX1 (Homo sapiens), P27695; recombinant APE1, TAMRA/BHQ-2 abasic DNA cleavage fluorescence; Potency, µM (titrated, usually from 65.8 µM), for the others: at the top dose activity change, negative = inhibition, usual class: inhibitors; 350,000 compounds, 0.35% hits; AID 2517, 2012;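 note: plate controls were vehicle for no effect and reference inhibitor for full effect; nearly all actives have a fitted effect of over 55% in size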
#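 Substrate: short duplex with […] THF abasic site, 5'-TAMRA and 3'-BHQ-2, 50 nM final. APE1 at 0.75 nM, preincubated 15 min RT with compound. Fluorescence increase from first to third read measured activity.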
# Pol iota inh: qHTS for Inhibitors of Polymerase Iota. DNA polymerase iota (Homo sapiens), Q9UNA4. Pol iota fluorescent replication assay, 10 min. Potency, µM (titrated, usually from 115 µM), for the others: at the top dose activity, negative = inhibition, actives largely listed as inhibitors. 390,000 compounds, 1% hits. AID 588590, 2011
# Target sequence (Q9UNA4 whole entry, looked up): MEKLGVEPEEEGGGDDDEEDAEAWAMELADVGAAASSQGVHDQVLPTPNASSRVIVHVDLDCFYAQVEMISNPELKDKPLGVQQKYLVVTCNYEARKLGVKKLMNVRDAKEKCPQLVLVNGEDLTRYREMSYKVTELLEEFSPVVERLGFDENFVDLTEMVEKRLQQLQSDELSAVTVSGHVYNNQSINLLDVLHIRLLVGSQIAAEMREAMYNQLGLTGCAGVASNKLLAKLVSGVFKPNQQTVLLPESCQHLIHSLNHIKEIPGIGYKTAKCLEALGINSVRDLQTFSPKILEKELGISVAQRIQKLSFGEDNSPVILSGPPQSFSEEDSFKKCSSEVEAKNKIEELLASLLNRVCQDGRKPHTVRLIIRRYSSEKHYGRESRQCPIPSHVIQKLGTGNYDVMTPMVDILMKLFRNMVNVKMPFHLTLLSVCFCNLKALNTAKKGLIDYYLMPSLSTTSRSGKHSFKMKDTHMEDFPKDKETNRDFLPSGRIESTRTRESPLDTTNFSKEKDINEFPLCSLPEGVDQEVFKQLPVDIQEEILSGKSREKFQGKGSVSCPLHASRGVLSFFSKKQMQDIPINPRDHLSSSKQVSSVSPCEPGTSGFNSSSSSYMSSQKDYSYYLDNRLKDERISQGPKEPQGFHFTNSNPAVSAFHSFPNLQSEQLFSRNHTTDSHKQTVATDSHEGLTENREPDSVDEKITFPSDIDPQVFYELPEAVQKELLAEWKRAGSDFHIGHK
#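 Pol iota at 10 nM preincubated 15 min with compounds at room temperature; reaction started with fluorescent substrate, 50 nM final. Fluorescence read kinetically at 0 and 10 min; buffer-only wells as negative control.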
# Pol eta inh: qHTS for Inhibitors of Polymerase Eta; AID 588591, 2011; recombinant Pol eta, fluorescent DNA replication assay; DNA polymerase eta (Homo sapiens), Q9Y253; Potency, µM (top dose mostly 114 µM), inactives show top-dose activity change, negative = inhibition, most hits filed as inhibitors; 390,000 compounds, 1.2% hits; note: % is set by controls: 0 for no effect and ±100 for the full control effect
#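 Fluorescent replication assay: 50 nM final substrate added after a 15 min room-temperature compound preincubation with 10 nM enzyme. Signal taken at 0 min and again at 10 min.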
# Pol beta inh: qHTS Assay for Inhibitors of DNA Polymerase Beta. P06746. Pol beta primer extension/strand displacement, fluorescence kinetic. Potency, µM (top dose mostly 114 µM), for inactives: at the top dose activity change, negative = inhibition, most hits filed as inhibitors. 340,000 compounds, 1.3% hits. AID 485314, 2010; note: % is set by controls: 0 for no effect and ±100 for the full control effect
#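 Reaction started by 50 nM substrate onto compound-treated Pol beta (10 nM, 15 min preincubation, room temperature); plates read at 0 min and 10 min. Normalized concentration-effect data fitted by four-parameter Hill equation.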
# BLM inh: qHTS Assay for Inhibitors of Bloom's syndrome helicase (BLM). recombinant BLM DNA unwinding, fluorescence dequenching. 350,000 compounds, 0.2% hits. AID 2528, 2010. Potency, µM (doses to about 56.1 µM), without a hit: at the top dose activity change, negative = inhibition, actives largely listed as inhibitors;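 note: plate controls were vehicle for no effect and no enzyme for full effect; nearly all actives have a fitted effect of over 35% in size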
# Anesthetic bind: qHTS Assay for Identification of Novel General Anesthetics | Potency, µM (highest dose often 77.5 µM), for inactives: at the highest dose activity change, negative = displacement, actives largely listed as inhibitors | 350,000 compounds, 0.074% hits | AID 485281, 2010 | Ferritin light chain (Equus caballus), P02791 | apoferritin/1-aminoanthracene competitive binding, fluorescence; note: % is set by controls: 0 for no effect and ±100 for the full control effect; nearly all actives have a fitted effect of over 20% in size
# Target sequence (P02791 2-175 limits assumed): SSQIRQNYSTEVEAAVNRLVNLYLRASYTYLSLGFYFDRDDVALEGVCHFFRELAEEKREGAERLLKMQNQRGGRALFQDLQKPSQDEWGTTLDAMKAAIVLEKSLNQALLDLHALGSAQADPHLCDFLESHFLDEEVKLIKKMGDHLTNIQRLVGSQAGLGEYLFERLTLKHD
#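 Probe: 1-aminoanthracene (50% saturated, PBS). Protein: horse-spleen apoferritin, 10 uM. Incubation: 10 min, room temperature. Detection: 380 nm excitation, 535 nm emission. Analysis: normalized response, four-parameter Hill.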
# Pol kappa inh: qHTS for Inhibitors of Polymerase Kappa | purified Pol kappa, fluorescent DNA synthesis assay, 10 min | Potency, µM (top dose mostly 107 µM), for inactives: at the top dose activity, negative = inhibition, actives largely listed as inhibitors | 400,000 compounds, 0.53% hits; note: % is set by controls: 0 for no effect and ±100 for the full control effect
#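 10 nM Pol kappa preincubated 15 min at room temperature with compounds, then reaction started with substrate at 50 nM final. Fluorescence read kinetically at 0 and 10 min; buffer-only wells served as negative control.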
# BAZ2B block: qHTS Assay for Inhibitors of BAZ2B; AID 504333, 2011; 360,000 compounds, 4.4% hits; AlphaScreen BAZ2B-H3K14Ac peptide displacement; Potency, µM (top dose mostly 114 µM), for inactives: top-dose activity change, negative = inhibition, usual class: inhibitors; Bromodomain adjacent to zinc finger domain protein 2B (Homo sapiens), Q9UIF8; note: % is set by controls: 0 for no effect and ±100 for the full control effect; nearly all actives have a fitted effect of over 60% in size
#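 AlphaScreen displacement of biotin-H3(5-23)K14Ac peptide (50 nM final) from BAZ2B (50 nM final) in PBS pH 7.4, 0.01% Tween-20; complex preformed 30 min RT, then compounds (top 110 uM) 30 min RT, beads 20 min dark.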
# G9a inh: qHTS Assay for Inhibitors of Histone Lysine Methyltransferase G9a; Histone-lysine N-methyltransferase EHMT2 (Homo sapiens), Q96KQ7; G9a H3K9 monomethylation, AlphaScreen, 2 h; Potency, µM (top dose mostly 102 µM), without a hit: at the top dose activity, negative = inhibition, actives largely listed as inhibitors; 350,000 compounds, 8.8% hits; note: % is set by controls: 0 for no effect and ±100 for the full control effect; nearly all actives have a fitted effect of over 75% in size
#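 Quantitative HTS format: methyltransferase activity on a biotin-tagged H3K9 peptide is measured by AlphaScreen, using a rabbit anti-monomethyl-H3K9 antibody with streptavidin donor and anti-IgG acceptor beads. Final levels are 20 nM enzyme, 500 nM peptide, 20 uM SAM; 2 h RT.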
# * = called active by the depositor; ? = inconclusive; nt = not tested or not shown; [ ] = another dose, or the depositor's remark. Calls come from the whole dose curve; as a rule, active = well fitted curve in the direction sought with a large enough effect; inconclusive = small, poorly fitted or top-dose-only effect, or another doubt; inactive = no such curve, though single readings can be large; an effect the other way counts as inactive or inconclusive. Potency is the fitted concentration of half-maximal effect.
# Below each compound: APE1 inh | Anesthetic bind | G9a inh | Pol kappa inh | Pol eta inh | BAZ2B block | BLM inh | Pol beta inh | Pol iota inh
- CCOC(=O)c1nnn(-c2nonc2N)c1CSc1ccc(C)cc1
 : -6% | ? | -3% | -7% | ? | 1% | -4% | 3% | -17%
- c1cncc(CNc2c3c(nc4nnnn24)CCCC3)c1
 : -6% | -2% | 17% | -7% | -12% | 4% | 0% | 12% | 32%[activator]
- CC(=O)c1ccc(NC(=O)CN2C(=O)NC(C)(c3ccc4c(c3)OCCO4)C2=O)cc1 (stereo unspecified)
 : 38% | nt | ? | -8% | -11% | 9% | nt | nt | -4%
- Cc1ccc(CN2CCNC(=O)C2CC(=O)O)o1 (stereo unspecified)
 : -3% | -2% | 50µM* | -16% | -4% | 11% | 2% | 7% | 1%
- CC(Oc1ccc(Cl)cc1Cl)c1ccnc(N)n1 (stereo unspecified)
 : -2% | -5% | 22% | -5% | -6% | -5% | -7% | ? | 76%[activator]
- N=C(N)c1ccc(O)cc1
 : -2% | -2% | 10% | -1% | 2% | 2% | 0% | 0% | -3%
- Cc1cccc(NCC(=O)N/N=C\c2cccc(Oc3ccccc3)c2)c1
 : 30%[activator] | -9% | -3%[59 µM] | -9%[60.1 µM] | -11% | 1% | 2% | -15% | -10%
- COc1cccc(/C=C2\SC(=S)N(CCCC(=O)N3CCCC3)C2=O)c1
 : 10% | ? | 40µM* | -15% | -17% | 32µM* | -11% | 2% | 52%[activator]
- CC1=NNC(=O)C1CCC(=O)N/N=C/c1ccccc1 (stereo unspecified)
 : 2% | -4% | nt | -8% | -8% | -14% | -3% | 4% | ?
- Cc1nccn1CC(=O)N/N=C/c1cccs1
 : 18% | 7% | 20%[12.7 µM] | 2% | -12% | -1% | 0% | 14% | -16%[58.9 µM]
- O=C(O)Cc1ccc(NCc2ccccc2Cl)cc1
 : ? | -17% | -17% | -5% | 3% | 6% | 0% | 0% | 150%[activator]
- O=C(CSc1n[nH]c(-c2ccccn2)n1)Nc1cccc(Cl)c1
 : 9% | -8% | ? | -7% | -1% | 5µM* | 0% | 0% | 24%
- Cc1ccc(-c2cn3nc(-c4ccccc4)c(-c4ccccc4)nc3n2)cc1
 : 11% | -13% | nt | 3% | -6% | 46%[activator] | 3% | 72% | 62%[activator]
- COC(=O)c1ccc(OC)c(OC)c1Cl
 : ? | 1% | 9% | -10% | -16% | 1% | 2% | 1% | 5%[58.9 µM]
- Cc1ccc(OCC(=O)Nc2ccc(NC(=O)c3cccs3)cc2)c(C)c1
 : 35% | -10% | 7% | -18% | -11% | 3% | -2% | ? | -17%

# Gathered by group, the entries above with an aryl thioether with sulfur outside any ring (two)
# Below each compound: APE1 inh | Anesthetic bind | G9a inh | Pol kappa inh | Pol eta inh | BAZ2B block | BLM inh | Pol beta inh | Pol iota inh
- CCOC(=O)c1nnn(-c2nonc2N)c1CSc1ccc(C)cc1
 : -6% | ? | -3% | -7% | ? | 1% | -4% | 3% | -17%
- O=C(CSc1n[nH]c(-c2ccccn2)n1)Nc1cccc(Cl)c1
 : 9% | -8% | ? | -7% | -1% | 5µM* | 0% | 0% | 24%

# Further entries
# Below each compound: APE1 inh | Anesthetic bind | G9a inh | Pol kappa inh | Pol eta inh | BAZ2B block | BLM inh | Pol beta inh | Pol iota inh
- CC1=C(C)CC2C(=O)N(c3cccc4ccccc34)C(=O)C2C1 (stereo unspecified)
 : -7% | ? | 7.9µM* | -14% | -20% | 4% | -1% | -2% | 13%
- Cc1cc(C)c2c(C)nn(C3CCCCC3)c2n1
 : -3% | 0% | -14% | -1% | -15% | 10% | -4% | -18% | 1%[58.9 µM]
- COc1cc(OC)c(NS(=O)(=O)c2c(C(=O)N3CCCCC3)c(C)n(C)c2C)cc1Cl
 : 14% | 0% | -1%[0.0925 µM] | 1% | -7% | -3% | -1% | 9% | -16%
- O=C(Nc1ccc(S(=O)(=O)N2CCCCC2)cc1)c1ccc(CN2CCOCC2)cc1
 : 5% | ? | 0%[59 µM] | -8% | -15% | -15% | -1% | 0% | ?
- CCn1c2ccccc2c2cc(NC(=O)COC(=O)c3ccc(NC(=O)CC#N)cc3)ccc21
 : -20% | nt | ? | 22µM* | ? | ? | nt | nt | 22µM*
- O=C(NCc1cccc(Cl)c1)c1cnn2c1NC(c1ccco1)CC2C(F)(F)F (stereo unspecified)
 : -5% | -23% | -28%[59 µM] | -17% | -16% | -34% | -9% | -6% | ?
- O=C(CSCCc1ccccn1)Nc1ccccn1
 : 12% | -8% | 56µM* | 6% | -10% | -2% | -11% | 14% | -3%
- CC(C(=O)N(C)C1CCS(=O)(=O)C1)N1C(=O)/C(=C/c2ccco2)SC1=S (stereo unspecified)
 : -2% | -1% | 45µM* | ? | 22µM* | 56µM* | -10% | ? | 32µM*
- CN(C)/C=N/n1cnc2ccccc2c1=O
 : -9% | 6% | -9% | -16% | -7% | -33% | 0% | 1% | 55%[activator]
- CCn1cc(C(=O)NCCc2ccc(OC)cc2)c(=O)c2ccc(C)nc21
 : 14% | 5% | -8% | 4% | -14% | 0% | -2% | 29% | 26%
- COCCn1c(SCC(=O)NC2CC2)nc2ccccc21
 : 9% | nt | -3%[2.33 µM] | -14% | -6% | 0% | nt | nt | 30%
- COCCN(Cc1ccccc1)C(=S)Nc1ccc(Cl)cc1
 : -1% | 3% | 18%[59 µM] | 12% | -14% | 2% | -9% | 0% | -1%
- Cc1cc(C)n(CCCNC(=O)CN(C)S(=O)(=O)c2ccc(Cl)cc2)n1
 : 7% | nt | 1% | -16% | 3% | 9% | nt | nt | 13%
- Cc1ccc2c(c1)C(c1ccccc1)N(C(=O)c1ccc(S(=O)(=O)N3CCCCC3)cc1)CC(=O)N2 (stereo unspecified)
 : nt | 1% | -29%[59 µM] | -8% | -18% | -18% | -9% | -10% | 25%
- Cc1cccc(NC(=O)NCc2ccccn2)c1
 : -8% | -12% | 25%[59 µM] | 3% | 9% | 0% | 2% | -3% | 18%

# Quoted at random: 3 records from the list.
# Below each compound: APE1 inh | Anesthetic bind | G9a inh | Pol kappa inh | Pol eta inh | BAZ2B block | BLM inh | Pol beta inh | Pol iota inh
- Cc1cc(C)c2c(C)nn(C3CCCCC3)c2n1
 : -3% | 0% | -14% | -1% | -15% | 10% | -4% | -18% | 1%[58.9 µM]
- Cc1ccc2c(c1)C(c1ccccc1)N(C(=O)c1ccc(S(=O)(=O)N3CCCCC3)cc1)CC(=O)N2 (stereo unspecified)
 : nt | 1% | -29%[59 µM] | -8% | -18% | -18% | -9% | -10% | 25%
- CCn1c2ccccc2c2cc(NC(=O)COC(=O)c3ccc(NC(=O)CC#N)cc3)ccc21
 : -20% | nt | ? | 22µM* | ? | ? | nt | nt | 22µM*

# (continued)
# Below each compound: APE1 inh | Anesthetic bind | G9a inh | Pol kappa inh | Pol eta inh | BAZ2B block | BLM inh | Pol beta inh | Pol iota inh
- NC(=O)C1(N2CCCCC2)CCN(C(=S)Nc2cc(F)cc(F)c2)CC1
 : 4% | -10% | -33% | -10% | 2% | 4% | -1% | 0% | 11%
- O=C(O)C1C2CCCCC2=C2CCCCC2C1C(=O)O (stereo unspecified)
 : -4% | 6% | ? | -6% | -7% | nt | -1% | ? | 7%
- Nc1nc(SCC(=O)Nc2cccc(Oc3ccccc3)c2)n[nH]1
 : 7% | 7% | 16µM* | -2% | -18% | -30% | -9% | -2% | -24%
- CCCCN=C(C)C1=C(O)CSC1=O
 : 2% | -9% | -4%[59 µM] | -8% | -14% | nt | -2% | -28% | 6%
- C/C(=N\Nc1nc2ccccc2[nH]1)c1ccc(Cl)s1
 : -6% | 51%[activator] | 20µM* | -4% | -20% | ? | -12% | 19% | 81%[activator]
- CCCN1C(=O)c2[nH]nc(-c3ccc(OC)cc3)c2C1c1ccccn1 (stereo unspecified)
 : nt | -12% | -1%[59 µM] | 11% | -17% | 0% | -1% | 10% | 6%
- COc1ccc(-c2cc3ccc(O)cc3oc2=O)cc1OC
 : -23% | nt | 56%[activator] | -6% | -28% | -34% | -15% | -1% | 20%
- CC(=O)Nc1ccc(S(=O)(=O)NCCC(=O)OCC(=O)c2cccc(Br)c2)cc1
 : 33% | nt | ? | -2% | -18% | -1% | nt | nt | 14%
- Cc1ccccc1CSc1nnc2[nH]c(=O)cc(-c3ccccc3)n12
 : nt | 8% | -47%[59 µM] | -5%[60.1 µM] | 0% | -1% | -3% | 3% | -8%
- Cc1ccc(SC(C)C(=O)NCc2cccnc2)cc1 (stereo unspecified)
 : 1% | -6% | -1% | 8% | -15% | 0%[57.1 µM] | -3% | 18% | 8%
- Cc1c(C2=CCN(S(=O)(=O)c3ccc(Br)cc3)CC2)c2ccccc2n1C
 : -4% | -6% | 40µM* | -3% | -15% | ? | -3% | 4% | 13%
- C/C(=N\NC(=O)C(=O)Nc1cc(Cl)ccc1Cl)c1ccncc1
 : 2% | 6% | 5%[59 µM] | -8% | -4% | 1% | -4% | 8% | 3%
- Cc1nn(CC(=O)NCc2ccc(Cl)cc2)c(=O)c2cc3sccc3n12
 : nt | -1% | -21%[59 µM] | -4% | -3% | -2% | -7% | -1% | 9%
- COC(=O)c1ccsc1NS(=O)(=O)c1ccccc1
 : 13% | -2% | -4% | -4% | -6% | -32% | -7% | 9% | -4%
- Cc1ccc(Nc2nc(Oc3ccc(=O)[nH]n3)nc(N(C)C)n2)cc1
 : 17% | -12% | -49%[59 µM] | -7% | -14% | 1% | -2% | 27% | 13%
- O=C(N/N=C/c1ccccc1OCc1ccccc1Cl)c1cccnc1
 : -2% | ? | 3% | -2% | -17% | 5% | -7% | -21% | 56%[activator]

# These rows are one share of the data; rates above refer to the full screens.
